Source: PubChem (National Center for Advancing Translational Sciences (NCATS))
SW480 rereplic: A quantitative high throughput screen for small molecules that induce DNA re-replication in SW480 colon adenocarcinoma cells; AID 624297, 2012; Potency, µM (highest dose often 46.1 µM), inactives show top-dose re-replication activation, hits mostly activators; 340,000 tested, 1.8% active; SW480 DNA re-replication, Hoechst DNA content imaging, 48 h; note: % of control where 0% means no effect; nearly all actives have a fitted effect of over 55% in size
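SW480 cells exposed to compounds for 48 hr at 37 C, 5% CO2, then Hoechst-stained 40 min. Nuclear DNA content imaged by fluorescence scanning (405 nm excitation, 500-530 nm emission); re-replication scored as increased high-intensity nuclei.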
KB-V1 MDR tox: qHTS assay for MDR1-selective chemotherapeutics: Primary screen using the drug-selected MDR subline cells KB-V1 | Potency, µM (doses to about 46.1 µM), without a hit: at the top dose activity change, negative = cytotoxicity, most hits filed as cytotoxic | AID 1347076, 2019 | KB-V1 MDR cells viability, CellTiter-Glo, 72 h | 400,000 tested, 3.4% active; note: % is set by controls: 0 for no effect and ±100 for the full control effect; nearly all actives have a fitted effect of over 60% in size
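KB-V1 cells (P-gp-expressing MDR subline of KB-3-1) in phenol-red-free DMEM with 10% FBS were exposed to library compounds over a concentration series for 72 h at 37 degrees C. Viability read by CellTiter-Glo luminescence; concentration-effect curves fitted after normalization.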
HT1080-NT tox: qHTS for induction of synthetic lethality in tumor cells producing 2HG: qHTS for the HT-1080-NT fibrosarcoma cell line. HT-1080-NT fibrosarcoma viability, CellTiter-Glo ATP luminescence, 48 h. Potency, µM (series often up to 46.1 µM), without a hit: at the highest dose activity, negative = less viability, usual class: cytotoxic. 360,000 tested, 1.6% active;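 note: NT is the 2HG producing partner of a matched IDH1 knockdown line; 0% = DMSO-treated cells and -100% = media-only wells without cells; nearly all actives have a fitted effect of over 55% in size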
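Luminescent CellTiter-Glo readout after 48 hours of compound exposure at 37 degrees C defined viability of HT-1080-NT cells. Activity was normalized to DMSO wells and cell-free media wells; concentration-response curves were fitted and assigned curve classes.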
GLP-1R inv ag: qHTS of GLP-1 Receptor Inverse Agonists (Inhibition Mode) | HEK293 GLP-1R CRE-luciferase, luminescence, 24 h; GLP-1R form is constitutively active | Glucagon-like peptide 1 receptor (Homo sapiens), P43220 | Potency, µM (titrated, usually from 38.3 µM), for inactives: at the highest dose activity change, negative = inhibition, hits mostly inhibitors | 410,000 tested, 1.6% active | AID 624417, 2012; note: % is set by controls: 0 for no effect and ±100 for the full control effect; nearly all actives have a fitted effect of over 55% in size
Target sequence (P43220 whole entry, looked up): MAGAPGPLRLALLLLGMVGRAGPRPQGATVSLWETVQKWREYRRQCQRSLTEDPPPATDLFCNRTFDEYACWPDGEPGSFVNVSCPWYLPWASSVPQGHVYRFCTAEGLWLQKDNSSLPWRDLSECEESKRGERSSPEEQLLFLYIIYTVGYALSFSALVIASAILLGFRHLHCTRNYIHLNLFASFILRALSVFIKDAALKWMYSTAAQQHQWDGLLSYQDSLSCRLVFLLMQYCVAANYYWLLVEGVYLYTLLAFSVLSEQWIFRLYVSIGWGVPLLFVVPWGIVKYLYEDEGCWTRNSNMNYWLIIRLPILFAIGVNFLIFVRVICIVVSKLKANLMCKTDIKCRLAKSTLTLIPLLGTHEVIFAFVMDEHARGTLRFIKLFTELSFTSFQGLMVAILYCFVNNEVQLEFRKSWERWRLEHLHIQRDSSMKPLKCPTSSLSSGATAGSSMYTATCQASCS
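HEK293 cells stably co-expressing constitutively active GLP-1R and a cAMP-responsive luciferase reporter were seeded in DMEM with 10% Nu serum, given compounds after 12 h, and incubated 24 h at 37 deg C. Luminescence was then read.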
GLP1R cytotox: qHTS of GLP-1 Receptor Inverse Agonists: Cytotox Screen; AID 624418, 2012; 410,000 tested, 0.13% active; HEK293 cAMP-luciferase reporter cells, luminescence, 24 h; Potency, µM (titrated, usually from 38.3 µM), for inactives: top-dose activity change, negative = inhibition, most hits filed as inhibitors;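 note: loss of luciferase light is scored as toxicity; % is set by controls: 0 for no effect and ±100 for the full control effect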
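A 23 nL compound transfer followed 12 hours of cell culture at 37 deg C; exposure then lasted 24 hr. Luciferase assay detection reagent was dispensed and plates read for luminescence after a 12 min room-temperature wait.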
HT1080 IDH1KD tx: qHTS for induction of synthetic lethality in tumor cells producing 2HG: qHTS for the HT-1080-IDH1KD cell line | 360,000 tested, 2% active | HT-1080 IDH1 knockdown viability, ATP luminescence, 48 h | AID 686971, 2013 | Potency, µM (series often up to 46.1 µM), without a hit: at the top dose activity, negative = toxicity, usual class: cytotoxic;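 note: 0% = DMSO wells and -100% = cell-free medium wells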
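% activity derives from luminescence (CellTiter-Glo), normalised to DMSO and no-cell wells. HT-1080-IDH1KD cells, 750/well, had 48 h compound exposure at 37 °C.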
KB-3-1 cytotox: qHTS assay for MDR1-selective chemotherapeutics: Primary screen using the parental adenocarcinoma cell KB-3-1. KB-3-1 viability, CellTiter-Glo ATP luminescence, 72 h. Potency, µM (doses to about 46.1 µM), inactives show top-dose activity change, negative = cytotoxic, actives largely listed as cytotoxic. 400,000 tested, 1.4% active; note: % is set by controls: 0 for no effect and ±100 for the full control effect; nearly all actives have a fitted effect of over 60% in size
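Cytotoxicity measured as CellTiter-Glo luminescence after 72 h at 37 C. Compound titrations were pinned onto drug-naive KB-3-1 parental adenocarcinoma cells grown in DMEM with 10% FBS, and normalized data fitted to concentration-response curves.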
TDP43 rescue: qHTS of TDP-43 Inhibitors. 410,000 tested, 1.8% active. TDP-43 expressing yeast growth rescue, BacTiter-Glo, 24 h. Potency, µM (titrated, usually from 46.1 µM), for inactives: top-dose growth rescue (activation), usual class: activators; note: % of control where 0% means no effect; nearly all actives have a fitted effect of over 50% in size
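Galactose-induced TDP-43 yeast, OD600=0.02, compound pinned; 24 hr, 30 deg C; BacTiter-Glo luminescence for growth. Inhibitors of TDP-43 toxicity read as activators.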
GLP1R ag: qHTS of GLP-1 Receptor Agonists; HEK293 GLP-1R CRE-luciferase, luminescence, 4-6 h; cells express a hypersensitive GLP-1R form; Potency, µM (series often up to 45.6 µM), inactives show top-dose activation, most hits filed as activators; 380,000 tested, 0.007% active; note: % of control where 0% means no effect
* hit, by the source's call; u = inconclusive; x = not tested or not shown; [ ] = another dose, or the depositor's remark. Calls come from the whole dose curve; as a rule, active = well fitted curve in the direction sought with a large enough effect; inconclusive = small, poorly fitted or top-dose-only effect, or another doubt; inactive = no such curve, though single readings can be large; an effect the other way counts as inactive or inconclusive. Potency is the fitted concentration of half-maximal effect.

SMILES	SW480 rereplic	KB-V1 MDR tox	HT1080-NT tox	GLP-1R inv ag	GLP1R cytotox	HT1080 IDH1KD tx	KB-3-1 cytotox	TDP43 rescue	GLP1R ag
CCOc1cc(C)nc(NCCc2ccc(OC)c(OC)c2)n1	-15.9%	u	0.0%	44.3%[activator]	3.6%	-0.9%	13.9%	-7.2%	18.8%
CC(C)NC(=O)c1cc2cc([N+](=O)[O-])ccc2s1	-4.1%	-24.1%	0.2%	8.0%	1.1%	-0.8%	-18.5%	16.4%	2.2%
C=CCOc1nc2c(c(=O)n(C)c(=O)n2C)n1C	-5.7%	-13.7%	23.3%	17.9%	-6.8%	4.5%	-1.3%	-11.6%	-1.8%
c1ccc(COc2ccc(Oc3nc(N4CCCCC4)nc(N4CCOCC4)n3)nn2)cc1	0.9%	u	-0.6%	7.5%	4.7%	11.3%	-8.7%	-21.2%	24.7%
O=C1C(=O)N(CCCO)C(c2ccc(Br)cc2)/C1=C(\O)c1ccc(Br)cc1 (stereo not given)	-7.0%	30.6%	-0.4%	8.0%	-0.3%	-1.4%	3.0%	-9.8%	-2.2%
CSCC[C@H](NC(=O)[C@H]1CC[C@H](CNC(=O)[C@@H]2CCCN2)CC1)C(=O)O	-11.3%	28.0%	6.5%	10.0%	-0.6%	13.3%	1.0%	0.0%	-0.2%
Cc1ccc(S(=O)(=O)CCC(=O)Nc2cccc(S(=O)(=O)N3CCCCCC3)c2)cc1	4.9%	9.2µM*	3.2%	-12.2%	-15.1%	7.0%	u	8.0%	17.0%
CC(=O)N1CCc2cc(S(=O)(=O)NC(CC(C)C)C(=O)Nc3ccc(C(C)C)cc3)ccc21 (stereo not given)	x	0.0%	x	8.5%	-14.2%	x	13.4%	12.4%	x
COc1ccc(S(=O)(=O)NCCC(C)C)cc1OC	-4.7%	u	-4.4%	21.6%	-18.6%	-0.2%	0.2%	-2.0%	-2.3%
Cc1ccccc1OCCC(=O)OCC(=O)Nc1ccc(C)c(S(=O)(=O)N2CCCCC2)c1	x	-5.2%	-3.3%	-8.8%	2.2%	-1.0%	1.4%	-13.1%	-1.1%
COc1ccc(NC(=O)CSc2nnc(-c3cccnc3)o2)cc1	-2.2%	9.2%	3.5%	1.3%	0.0%	18.4%	11.0%	2.9%	12.7%
Cc1ccccc1C(=O)NC(=S)N(CCO)Cc1ccccc1	-2.9%	17.6%	7.8%	-16.1%	u	12.4%	2.2%	6.3%	-0.5%
COc1cccc(C(=O)Nc2c3c(nc4c2CCC4)CCCC3)c1	0.8%	14.6µM*	-0.4%	-16.3%	-10.9%	8.1%	4.8%	0.0%	-3.0%
COc1ccc(C(=O)c2[nH]c(N)c(C(=O)NCCc3c[nH]c4ccccc34)c2-c2ccc(C(F)(F)F)cc2)cc1	x	u	0.4%	u	-10.5%	8.2%	u	13.3%	-4.2%
CCOc1ccc(C(=O)N(CN2CCCC2=O)c2ccc(C)cc2)cc1	-1.7%	4.61µM*	-4.4%	0.0%	-14.5%	-0.7%	-20.4%	-21.0%	-0.1%
CCOc1ccc(NC(=O)C2(c3cccs3)CCOCC2)cc1	x	1.9%	x	2.4%	1.9%	x	5.8%	5.1%	x
CCN1CCCC(Sc2nc3c([nH]2)c(=S)n(C)c(=O)n3C)C1 (stereo not given)	-5.6%	-8.4%	-0.1%	4.47µM*	u	-1.4%	-2.7%	-6.5%	-0.4%
CCOC(=O)c1scc(-c2ccc(C)cc2)c1S(=O)(=O)N1CCN(c2ccccc2F)CC1	x	-17.6%	x	7.94µM*	34.2%[activator]	x	-9.2%	1.4%	x
CCOc1ccc(CCNC(=O)c2cc3cccc4c3n2CCS4)cc1	x	-15.3%	x	u	0.5%	x	-8.6%	10.4%	x
COc1ccc(C2c3[nH]c4ccccc4c3CCN2C(=O)c2ccccc2C(C)=O)c(F)c1 (stereo not given)	-64.6%[inhibitor]	-7.6%	-28.3%	u	-19.4%	-16.0%	-3.9%	-4.7%	0.0%
CCN(CC)CCCNC(=O)C1CCCN(c2nnc(N3CCCC3=O)s2)C1 (stereo not given)	0.2%	14.4%	8.4%	6.0%	-6.0%	0.6%	10.6%	6.2%	-8.9%
CCOC(=O)Cc1csc(NC(=O)C(NC(=O)C2CCC(C)CC2)C(C)C)n1 (stereo not given)	6.1%	u	2.9%	-17.8%	7.7%	-1.2%	-13.7%	4.4%	5.9%
Cc1csc(NC(=O)C2CCN(S(=O)(=O)c3ccccc3F)CC2)n1	1.7%	14.6µM*	-12.6%	-17.5%	13.0%	-10.7%	0.0%	-0.5%	1.4%
Oc1ccc(-c2cn3c(n2)SCC3)cc1	-5.9%	1.8%	-0.9%	20.0%	28.1%	-1.3%	-11.2%	-11.9%	1.3%
Cc1ccc(CNS(=O)(=O)c2ccc(Cl)s2)cc1	x	-2.2%	-3.7%	u	0.4%	4.2%	3.5%	12.6µM*	2.5%

Part of the list above, set out differently.
molecule,SW480 rereplic,KB-V1 MDR tox,HT1080-NT tox,GLP-1R inv ag,GLP1R cytotox,HT1080 IDH1KD tx,KB-3-1 cytotox,TDP43 rescue,GLP1R ag
c1ccc(COc2ccc(Oc3nc(N4CCCCC4)nc(N4CCOCC4)n3)nn2)cc1,0.9%,u,-0.6%,7.5%,4.7%,11.3%,-8.7%,-21.2%,24.7%
O=C1C(=O)N(CCCO)C(c2ccc(Br)cc2)/C1=C(\O)c1ccc(Br)cc1 (stereo not given),-7.0%,30.6%,-0.4%,8.0%,-0.3%,-1.4%,3.0%,-9.8%,-2.2%

Copied from the list:
Entry for c1ccc(COc2ccc(Oc3nc(N4CCCCC4)nc(N4CCOCC4)n3)nn2)cc1 in GLP1R cytotox: 4.7%
Entry for CCN1CCCC(Sc2nc3c([nH]2)c(=S)n(C)c(=O)n3C)C1 (stereo not given) in HT1080-NT tox: -0.1%

(listing goes on)
SMILES	SW480 rereplic	KB-V1 MDR tox	HT1080-NT tox	GLP-1R inv ag	GLP1R cytotox	HT1080 IDH1KD tx	KB-3-1 cytotox	TDP43 rescue	GLP1R ag
Cc1cccc(C)c1NC(=O)C1CCCN1S(=O)(=O)c1cccc2nsnc12 (stereo not given)	x	-23.7%	x	11.2%	-7.7%	x	0.5%	0.0%	x
FC(F)Sc1nc(-c2ccccc2)c(-c2ccccc2)n1C(F)F	3.5%	u	-16.6%	u	6.0%	0.5%	-18.7%	u	1.3%
Cc1noc(C)c1COc1ccc(C(=O)OCC(N)=O)cc1	1.5%	10.0%	21.6%	10.3%[7.66 µM]	8.2%[7.66 µM]	20.3%	-9.4%	12.5%[9.22 µM]	1.4%
CC(C)C(=O)N1CCC2(CC1)Oc1ccc(F)cc1C(=O)C21CC(c2ccccc2)=NO1 (stereo not given)	u	0.3%	-3.3%	1.3%	4.2%	-1.6%	-14.4%	-5.8%	11.1%
COc1cc(C(=O)Nc2ccc(-c3nc4ccccc4o3)c(O)c2)cc(OC)c1OC	x	6.8%	x	9.4%	14.1%	x	-8.0%	8.5%	x
O=C(O)c1ccc(COc2ccc([N+](=O)[O-])cc2Cl)cc1	x	17.3%	-6.8%	13.7%	-21.9%	-1.5%	-10.4%	14.2%	-6.4%
C#CCOCCOCCOCCNc1nc(N2CCN(C(=O)[C@H](CCCCN)n3cc(CCCC)nn3)CC2)nc(N2CCN(C(=O)[C@H](CCCCN)n3cc(CCCC)nn3)CC2)n1	-6.1%	0.0%	2.7%	24.0%	-3.2%	-0.3%	11.8%	7.1%	5.6%
CC(=NCc1ccc2c(c1)OCO2)C1=C(O)c2ccccc2C1=O	2.0%	-2.7%	-5.8%	46.1%[activator]	2.7%	-2.7%	-14.0%	-40.7%[inhibitor]	13.8%
COc1ccc(OC)c(CN2CCN(Cc3cccc4ccccc34)CC2)c1	0.3%	7.3%	u	u	-34.3%	u	-17.9%	-0.3%	2.1%
COc1ccc(Cn2c(C(=O)O)c(CNCC(C)c3ccccc3)c3ccc(OC)cc32)cc1 (stereo not given)	x	17.8%	x	-5.9%	-9.8%	x	u	21.8%	0.0%
COc1ccc(CCNC(=O)CSc2nnc(-c3ccc(F)cc3)c3ccccc23)cc1OC	12.0%	7.31µM*	-3.2%	22.4%	6.0%	-1.4%	26.7%	19.7%	-0.2%
OC(CNC1Cc2ccccc2C1)COc1ccc(Cl)cc1 (stereo not given)	-3.6%	29.7%	-7.5%	u	3.6%	-0.5%	1.3%	23.0%	-1.6%
Cc1ccc(C(=O)NN2C(=O)C3C4C=CC(C4)[C@@H]3C2=O)cc1 (stereo not given in full)	-1.2%	15.8%	-3.2%	16.2%	-6.3%	-9.1%	-3.4%	-0.6%	3.9%
COc1ccc(N2CC(NC(=O)c3c(F)cccc3Cl)CC2=O)cc1OC (stereo not given)	x	42.9%	x	-2.1%	-10.4%	x	0.5%	17.1%	4.5%
COc1nc(-c2ccc(C)cc2)ccc1-c1noc(-c2ccc(C(C)(C)C)cc2)n1	x	5.9%	x	8.6%	-2.9%	x	6.2%	1.1%	x
CC[C@H]1c2[nH]c3ccc(C(C)C)cc3c2[C@@H]2CCN3C(=O)CCC[C@H]1[C@H]23	3.2%	u	4.0%	u	-0.6%	1.9%	u	u	8.0%
Cc1ccc(NC(=O)C2CC(=O)N(Cc3ccccc3)C2)cc1S(=O)(=O)N1CCCCCC1 (stereo not given)	-4.0%	-16.8%	-20.4%	u	u	-28.8%	u	6.2%	-3.2%
COCCCNCCCCOc1cccc(Br)c1	4.9%	-23.0%	-3.2%	u	2.4%	3.5%	4.0%	-3.0%	0.4%
